ALOX12 inh: Primary qHTS assay for inhibitors of human arachidonate 12S-lipoxygenase (ALOX12): Round 2; purified 12hLO, xylenol orange hydroperoxide absorbance; Potency, µM (top dose mostly 108 µM), for the others: at the top dose activity change, negative = inhibition, most hits filed as inhibitors; 1.1% of 580,000 active; AID 1671190, 2021; active = well fitted inhibition curve with a large enough effect; inconclusive = small, poorly fitted or top-dose-only effect, or another doubt; inactive = no such curve, though single readings can be large or run the other way; also: potency is read from the fitted curve at half-maximal effect
Target sequence (P18054 whole entry, looked up): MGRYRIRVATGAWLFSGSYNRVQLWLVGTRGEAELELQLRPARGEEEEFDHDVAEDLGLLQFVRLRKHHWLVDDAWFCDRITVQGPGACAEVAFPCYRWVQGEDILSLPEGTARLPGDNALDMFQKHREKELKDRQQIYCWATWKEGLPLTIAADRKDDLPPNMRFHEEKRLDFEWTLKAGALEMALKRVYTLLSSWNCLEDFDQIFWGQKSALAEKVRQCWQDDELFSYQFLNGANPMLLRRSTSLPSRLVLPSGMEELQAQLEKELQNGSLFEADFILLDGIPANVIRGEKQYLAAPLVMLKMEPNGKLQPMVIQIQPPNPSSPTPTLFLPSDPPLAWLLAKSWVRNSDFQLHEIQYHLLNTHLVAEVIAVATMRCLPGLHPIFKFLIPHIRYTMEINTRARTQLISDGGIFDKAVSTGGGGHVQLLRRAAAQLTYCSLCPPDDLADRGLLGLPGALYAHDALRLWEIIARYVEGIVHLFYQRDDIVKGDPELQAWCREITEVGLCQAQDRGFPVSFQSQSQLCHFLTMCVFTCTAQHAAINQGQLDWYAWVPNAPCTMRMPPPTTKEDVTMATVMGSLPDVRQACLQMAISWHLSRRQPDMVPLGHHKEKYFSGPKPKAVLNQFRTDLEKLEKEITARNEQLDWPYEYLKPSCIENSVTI
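Purified human 12hLO (150 nM final) in 25 mM Hepes, 0.01% Triton X-100, pH 7.0 was preincubated 15 min at room temperature with compound. Then 40 uM arachidonic acid was added, 30 min. Hydroperoxide was read by Fe-XO absorbance ratio 573/405 nm.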
LDHA block: qHTS assay for inhibitors of human lactate dehydrogenase; L-lactate dehydrogenase A chain (Homo sapiens), P00338; purified LDHA, NADH/diaphorase-resazurin fluorescence; stronger effect = lower value; activity change, % (values are at about 110 or 230 µM); 0.15% of 480,000 active; AID 1347041, 2019; in the data active = activity change below about -30%; inconclusive = mostly about -25% to -30%;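 also: plate controls were DMSO wells for no effect and wells without enzyme for full effect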
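Human LDH5 at 2 nM final in Tris HCl pH 7.4 with 0.06 mM NADH and 0.2 mM pyruvate, reacted 5 minutes at room temperature. Remaining NADH coupled via diaphorase/resazurin; resorufin fluorescence read at 0 and 20 minutes, normalized to enzyme-free and DMSO wells.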
* hit, by the source's call; ? = inconclusive; [ ] = dose if it differs, or a comment. Unless noted, % is scaled to controls: 0 for no effect and ±100 for the full control effect.

The opening 5 records (preview)
Values in the order: ALOX12 inh	LDHA block
- COc1ccc(NC(=O)c2cnc(SC)nc2C(F)(F)F)c(OC)c1
  -1.8%	8.4
- CC1(C)CC(=O)C2=C(C1)OC1=C(C(=O)CC(C)(C)C1)C2c1ccc(-c2ccc3c(c2)COC3=O)o1
  -18.4%	-1.2
- COc1ccc(CNC(=O)NC(c2ccccc2)c2ccncc2)cc1 (stereo unspecified)
  3.0%	-4.9
- CCc1ccc(/C=C2\Oc3cc(OS(=O)(=O)c4ccc(OC)cc4)ccc3C2=O)cc1
  ?	11.5
- Cc1cccc(C(=O)NCCC(=O)N2CCN(CC(=O)Nc3cccc(C)c3C)CC2)c1
  1.8%	-13.3

All compounds of this part (from the top)
Values in the order: ALOX12 inh	LDHA block
- COc1ccc(NC(=O)c2cnc(SC)nc2C(F)(F)F)c(OC)c1
  -1.8%	8.4
- CC1(C)CC(=O)C2=C(C1)OC1=C(C(=O)CC(C)(C)C1)C2c1ccc(-c2ccc3c(c2)COC3=O)o1
  -18.4%	-1.2
- COc1ccc(CNC(=O)NC(c2ccccc2)c2ccncc2)cc1 (stereo unspecified)
  3.0%	-4.9
- CCc1ccc(/C=C2\Oc3cc(OS(=O)(=O)c4ccc(OC)cc4)ccc3C2=O)cc1
  ?	11.5
- Cc1cccc(C(=O)NCCC(=O)N2CCN(CC(=O)Nc3cccc(C)c3C)CC2)c1
  1.8%	-13.3
- CC(C)(CNC(=O)C(c1ccccc1)c1ccccc1)CNC(=O)C(c1ccccc1)c1ccccc1
  2.3%	8.1
- S=C(NCc1ccccc1)N/N=C/c1cccnc1
  6.8%	2.1
- CC(=O)c1ccc(N2CCN(C(=O)CCc3ncc(-c4ccccc4)o3)CC2)c(F)c1
  5.5%	4.1
- O=C(CCNC(=O)C1CCCC1)NC1CC1
  0.6%	6.5
- CNC(=O)c1ccc(-c2nc(CN3CCN(C(=O)Nc4ccc(OC)cc4)CC3)c(C)o2)cc1
  ?	-3.6
- CC(C)(C)C(=O)NC(c1ccc(Cl)cc1)c1cccnc1 (stereo unspecified)
  2.9%	-1.4
- CC(CNC(=O)c1cc(=O)c2ccccc2o1)N1CCOCC1 (stereo unspecified)
  24.8%	9.2
- O=C(CCc1ncc(-c2ccccc2F)o1)Nc1ccccc1O
  1.1%	16.5
- Cc1cccc2c(=O)c(-c3ccccc3)c(NC(=O)c3ccco3)oc12
  -47.3%	3.1
- Cc1ccc(CNc2nc(NCc3ccc(C)cc3)n(C(=O)c3ccncc3)n2)cc1
  ?	-0.6

Values in the order: ALOX12 inh	LDHA block
- CC(C)c1ccccc1NC(=O)c1ccc(Cl)cc1F
  -23.0%	-7.9
- CC(C)C(C(=O)NC(C)C1CC2CCC1C2)c1ccc(Cl)cc1 (stereo unspecified)
  -14.0%	2.3
- COc1cccc(Oc2c(C)oc3cc(OC)ccc3c2=O)c1
  ?	7.2
- Cc1cc(O)c2c(CSc3nc(C)cc(C)c3C#N)cc(=O)oc2c1
  -7.5%	-2.7
- Cc1nc2ccc(C(=O)NCC(C)(C)CN(C)C)cc2nc1C
  10.7%	2.0
- CCN(Cc1ccccc1)C(=O)CNC(=O)Cc1c[nH]c2ccccc12
  10.9%	0.6
- CC(=O)Nc1ccc(NC(=O)c2c[nH]c3ccccc23)cc1
  9.0%	1.0
- COC(=O)[C@]1(Sc2ccccc2)CC(=O)N[C@@H]1c1ccccc1
  -5.2%	-8.8
- Cn1c(=O)c2c(nc(N3CCC(Cc4ccccc4)CC3)n2CC(=O)O)n(C)c1=O
  ?	10.0
- COc1ccc(CCC(=O)N2c3ccccc3N=C(c3ccc4c(c3)OCO4)C2C(=O)NCc2ccccc2)cc1 (stereo unspecified)
  -21.2%	-1.7
- Cc1ccc(NC(=O)c2nc3ccccc3nc2N2CCOCC2)cc1Cl
  ?	-9.2
- O=C(Cc1csc2ccccc12)NC1CCCCCC1
  -32.9%	13.2
- FC(F)(F)c1cccc(Oc2ncnc3scc(-c4ccccc4)c23)c1
  9.9%	5.5
- Cc1ccc(CN(C)C(C)c2ccc(S(C)(=O)=O)cc2)cc1 (stereo unspecified)
  -0.6%	-8.9
- COc1cccc(CNC(=O)CC2CCN(C(=O)c3ccc4nc(-c5ccccc5)oc4c3)CC2)c1
  23.9%	9.4

Values in the order: ALOX12 inh	LDHA block
- COc1ccc(C)cc1N(C)C(=O)Cn1nc(Cc2ccncc2)c2ccccc2c1=O
  -2.3%	-13.7
- Cc1cc2ccccc2n1CC(=O)N1CCN(C=O)CC1
  -21.6%	-5.7
- CCOc1ccccc1OCCCC(=O)Oc1ccc(-c2ccc(C#N)cc2)cc1
  -22.8%	4.0
- CCOc1ccc(C(=O)Nc2ccc3oc(-c4ccncc4)nc3c2)cc1[N+](=O)[O-]
  ?	6.8
- Cc1ccsc1C(=O)OCC(=O)N1c2ccccc2NC(=O)C1(C)C
  ?	-4.5
- CC(C)c1ccc(-c2cc(C(=O)O)[nH]n2)cc1
  -22.3%	7.4
- O=C(Nc1cccc2cnccc12)c1cccc(S(=O)(=O)N2CCCC2)c1
  -13.8%	9.8
- COCCCn1c(C)cc(C(=O)COc2cccc3c2OC(C)(C)C3)c1C
  10.0%	-1.3
- C=C(C)CNC(=S)N/N=C/C(C)c1ccccc1 (stereo unspecified)
  -49.2%	-1.7
- CC(NC(=O)C1CCCCC1)C1CCCO1 (stereo unspecified)
  9.6%	-1.0
- COc1ccc(C(=O)/C=C/c2ccc(F)c(F)c2)cc1CSCC(=O)O
  ?	-3.7
- CCOC(=O)c1oc2c(c1C)/C(=N\OC(C)=O)CCC2
  -0.2%	-0.3
- COc1ccc(-c2cc3ccc(OC(=O)N4CCOCC4)cc3oc2=O)cc1
  -2.1%	0.4
- CCc1ccccc1-n1c2c(cc(C#N)c1=O)C(=O)CC(c1ccccc1)C2 (stereo unspecified)
  -18.8%	13.4
- Cc1cc2oc(=O)cc(COC(=O)c3cnccn3)c2cc1C(C)C
  -12.1%	-9.0

Values in the order: ALOX12 inh	LDHA block
- COCCCNC(=O)Cn1cnc2c1c(=O)n(C)c(=O)n2C
  27.7%	8.5
- O=C(Cc1ccccc1F)NC1CCC(c2ccccc2)CC1 (stereo unspecified)
  -2.9%	5.2
- O=C(Nc1ccc(Cl)c2ncccc12)c1cnc2c(c1)c(=O)[nH]c(=O)n2C1CC1
  -5.3%	73.5
- CCCCCNC(=O)C(C#N)c1nc2ccccc2nc1OCC (stereo unspecified)
  -4.0%	2.2
- CCC(C)c1ccc(NC(=O)N2CCN(Cc3ccc(Cl)s3)CC2)cc1 (stereo unspecified)
  ?	-0.5
- O=C1NC[C@H](CCCCN2C[C@H](Cc3ccc(O)cc3)N(CCC3CCCCC3)C(=O)C2=O)N(CC2CCCCC2)C1=O
  ?	-2.4
- CCOC(=O)[C@]12CCCC=C1N(CCc1ccc(OC)c(OC)c1)C(=O)[C@H](CC(=O)NCC13CC4CC(CC(C4)C1)C3)C2
  -2.5%	2.8
- COC(=O)c1ccc(/C=N/O)cc1
  12.9%	-7.1
- CCOC(=O)c1c(NC(=O)C(CC)Oc2ccccc2)sc(C)c1C (stereo unspecified)
  ?	-2.1
- CCc1cccc(NC(=O)Nc2cn(CC(C)C)c(=O)c3ccccc23)c1
  -24.1%	-24.2
- Cc1scc(C(=O)Nc2ccccc2C#N)c1C
  10.7%	-18.3
- CN(CCCNc1ccccc1)c1nc(-c2ccncc2)nc2ccccc12
  -3.2%	5.4
- O=C(CNC(=O)c1nn(Cc2ccccc2)c(=O)c2ccccc12)Nc1ccc(F)c(F)c1
  -48.0%	-0.7
- COCC(C)NC(=O)c1ccc(OC)c(S(=O)(=O)NC(C)C)c1 (stereo unspecified)
  12.0%	0.9
- CCOc1ccc(-c2nc3ccc(C)cc3c(C(=O)O)c2C)cc1
  1.1%	0.4

Complete entries, looked up by structure. Screens in order: ALOX12 inh | LDHA block
CCCCCNC(=O)C(C#N)c1nc2ccccc2nc1OCC (stereo unspecified) in the list: -4.0% | 2.2
COCCCNC(=O)Cn1cnc2c1c(=O)n(C)c(=O)n2C in the list: 27.7% | 8.5

New compounds follow
Values in the order: ALOX12 inh	LDHA block
- COC(=O)C1=C(N)OC2=C(C(=O)CC(C)(C)C2)C1c1ccc(Cl)cc1 (stereo unspecified)
  -39.4%	14.9
- CN(C)c1ccc(NC(=O)c2ccc3ccccc3c2)cc1
  ?	4.3
- Cc1ccc2c(COC(=O)CCCN=C3NS(=O)(=O)c4ccccc43)cc(=O)oc2c1C
  ?	7.0
- CS(=O)(=O)Oc1ccc2c(c1)O/C(=C/c1cccnc1)C2=O
  ?	8.6
- O=C(CSc1ccc(F)cc1)NCCCSc1ccccc1
  ?	10.0
- CC(C)(C)c1ccc(C(=O)NC(Nc2ccc3ccccc3c2)C(Cl)(Cl)Cl)cc1 (stereo unspecified)
  ?	26.1
- CC(C)(C)c1ccc(C(=O)Nc2ccc(C(F)(F)F)oc2=O)cc1
  -27.1%	4.3
- COCCn1c(-n2nc(C)c(C)c2C)nc2c1c(=O)n(Cc1ccccc1C)c(=O)n2C
  -29.4%	-1.0
- CC(=O)Nc1ccccc1NC(=O)CN(C)S(=O)(=O)c1ccccc1
  -25.4%	-8.7
- COc1ccc(COC(=O)C2CCN(S(=O)(=O)c3c(Cl)cccc3Cl)CC2)cc1F
  18.1%	6.1
- Cc1ccccc1-c1nnn(Cc2cc(Cl)c3c(c2)OCCCO3)n1
  5.9%	2.2
- CC(C)C(=O)/C(C#N)=C\c1ccc(C#N)cc1
  -15.8%	3.2
- O=C(O)C(c1c[nH]c2ccc(OCc3ccccc3)cc12)N1CCN(CCOCCO)CC1 (stereo unspecified)
  ?	5.6
- c1ccc2sc(CCCCc3nc4ccccc4s3)nc2c1
  -26.9%	-18.9
- Cn1nc(CC(=O)NC2CCCC2)c2ccccc2c1=O
  2.6%	6.3

| smiles | ALOX12 inh | LDHA block |
| --- | --- | --- |
| O=C(Nc1cccc(C(F)(F)F)c1)c1c(-c2ccc(F)cc2)nc2n1CCS2(=O)=O | -5.4% | -0.6 |
| CC(NC(=O)CSc1nc2ccccc2o1)c1ccccc1 (stereo unspecified) | 37.4%[activator] | 3.2 |
| C=CCN(C(=O)Cc1cccc2cccnc12)C1CCS(=O)(=O)C1 (stereo unspecified) | -0.2% | -5.9 |
| Cc1ccccc1C(=O)N/C(=C\c1ccc(O)cc1)C(=O)O | -20.3% | 3.1 |
| COc1ccc(N2C(=O)c3ccccc3NC2c2ccc(F)cc2)cc1 (stereo unspecified) | ? | -0.5 |
| O=C(c1cc(=O)c2cc(Cl)ccc2o1)N(Cc1ccc(F)cc1)C1CCS(=O)(=O)C1 (stereo unspecified) | -19.1% | -1.9 |
| COc1ccccc1C(=O)Oc1c(Cl)cc(C#N)cc1OC | ? | 2.0 |
| Cc1cccc(C)c1NC(=O)c1n[nH]c(=O)c2ccccc12 | 22.5% | 3.3 |
| O=C(C[C@H]1CC[C@@H]2[C@H](COC[C@H](O)CN2Cc2nccs2)O1)NCc1ccccc1Cl | -18.0% | -5.7 |
| COc1cccc2oc(C(=O)c3cc(C)sc3C)cc12 | -1.0% | 8.4 |
| COC(=O)C1=C(C)Nc2nc(SC(C)C)[nH]c(=O)c2C1c1cccnc1 (stereo unspecified) | -14.3% | -1.4 |
| CCNc1c(NS(=O)(=O)c2c(C)noc2C)c(=O)oc2ccccc12 | -7.2% | -3.3 |

| smiles | ALOX12 inh | LDHA block |
| --- | --- | --- |
| CNC(=O)c1ccc(-c2nc(CN3CCN(C(=O)Nc4ccccc4)CC3)c(C)o2)cc1 | 3.6% | 12.4 |
| COc1ccc(-c2nc(-c3ccc(S(=O)(=O)N4CCCC4)cc3)cs2)cc1OC | ? | -0.5 |
| CCOC(=O)c1ccc(Nc2nc3ccccc3nc2NS(=O)(=O)c2ccc(F)cc2)cc1 | ? | -3.3 |
| O=C(COc1ccc2c(c1)CCC2)NCc1ccccc1CN1CCCCC1 | -18.3% | -0.4 |
| O=C(O)CSc1ccc(C(=O)/C=C/c2ccc3c(c2)OCCO3)cc1F | ? | 1.1 |
| Cc1ccc(NC(=O)c2cn(CCC#N)nc2-c2cccs2)cc1 | -1.7% | -1.4 |
| CNc1c(NC(=O)C2CC(=O)N(c3ccc(C)cc3)C2)c(=O)oc2ccccc12 (stereo unspecified) | ? | 0.2 |
| COc1ccc(C(=O)/C=C/c2cccc(N)c2)cc1 | 5.5% | 9.4 |
| O=C(CC1c2cc(F)ccc2C=C(c2ccsc2)N1c1ccc(C#CCCO)cc1)c1ccco1 (stereo unspecified) | -5.2% | 9.3 |
| Cn1nc(C(=O)NC2CCCCC2)c(Cl)c1C(F)(F)F | 17.6% | 8.0 |
| O=C(CCS(=O)(=O)c1cc2c3c(c1)CCN3C(=O)CC2)Nc1ccc(F)c(Cl)c1 | 14.1µM* | 1.2 |
| CC(=O)N1CCC(NC(=O)CSc2ncc(-c3ccccc3)o2)CC1 | 22.3% | 5.7 |

| smiles | ALOX12 inh | LDHA block |
| --- | --- | --- |
| CC(Sc1nc2ccccc2o1)C(=O)NC(=O)NC1CCCCC1 (stereo unspecified) | -12.9% | 2.9 |
| FC(F)(F)c1cc(C2CC2)[nH]n1 | -22.6% | -5.9 |
| CC1CCN(S(=O)(=O)c2ccc3oc(=O)ccc3c2)CC1 | 9.1% | 7.1 |
| Cc1ccc(OCCNC(=O)c2ccc3c(c2)NC(=O)CS3)cc1 | -1.5% | 13.0 |
| CCOCCCNc1nc(-c2ccc3[nH]c(=O)oc3c2)cs1 | -31.8% | 0.2 |

Screening results (PubChem BioAssay)

Some of the compounds tested. The share of hits here may be higher or lower than overall.
